From PubChem BioAssay
HUVEC inhibit – inhibitors of human endothelial cell proliferation. HUVEC proliferation, CellTiter-Glo luminescence, 72 h; active compounds read low. viability, % at 10 µM (by protocol). actives 1.1% (n = 86,000). AID 648;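 active = viability at or below 30%; inactive = viability above 30%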;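 note: 100% = median luminescence of DMSO-only cell control wells on each plate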
HUVEC tox TNFa – HUVEC cytotoxicity counter-screen, TNF alpha stimulated. HUVEC TNFalpha-stimulated, Hoechst cell count, imaging. cell count reduction, % at 2 µM. actives 0.17% (n = 93,000);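 active = cell count reduction exceeding the screen mean by over 5 SD, scaled to untreated wells per plate, cut at about 78% in these data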;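 note: cells counted after 24 h of TNF alpha exposure following the 1 h pretreatment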
Smad3 FoxH1 inh – Smad3 (human) transcription factor binding inhibition. TR-FRET Smad3/Dy647-FoxH1 peptide binding, europium anti-His. inhibition, % at 25 µM. actives 0.29% (n = 88,000). AID 630;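 active = compounds that reduce the energy-transfer binding signal between the protein and its labelled peptide by more than half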;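 note: 0% = Smad3 plus labelled peptide maximal FRET and 100% = peptide-only background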
Target sequence (P84022 whole entry, looked up): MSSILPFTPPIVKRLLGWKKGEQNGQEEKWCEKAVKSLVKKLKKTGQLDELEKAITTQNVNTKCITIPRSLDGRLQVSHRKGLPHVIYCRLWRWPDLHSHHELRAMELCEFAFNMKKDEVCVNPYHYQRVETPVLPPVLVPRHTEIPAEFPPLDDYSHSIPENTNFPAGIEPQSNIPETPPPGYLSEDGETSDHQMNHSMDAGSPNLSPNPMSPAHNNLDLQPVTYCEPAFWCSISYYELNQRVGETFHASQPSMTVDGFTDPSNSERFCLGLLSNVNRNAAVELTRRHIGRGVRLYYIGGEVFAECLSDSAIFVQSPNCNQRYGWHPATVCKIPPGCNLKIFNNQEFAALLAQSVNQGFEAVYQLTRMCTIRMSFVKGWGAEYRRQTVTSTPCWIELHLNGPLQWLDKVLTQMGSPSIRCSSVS
PTK2B oligo ant – antagonists of human Pyk2 oligomerization; Q14289; z-score (the deposit names both 25 µM and 10 µM); Q293 cells, Pyk2 FERM NanoBiT luminescence; active compounds read low; AID 1347419; actives 0.83% (n = 99,000);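 active = Z-score of -3 or lower, scaled per plate to the spread of control and sample wells; inactive = z-score above -3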;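 note: negative z-score means lost luminescence so less FERM oligomerization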
Lung fibro prol – blocks proliferation of human lung fibroblasts | LL 47 human lung fibroblast viability, ATP luminescence; active compounds read low | viability, % at 10 µM | actives 1.1% (n = 85,000);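 active = viability at or below 50% in the single dose screen; inactive = viability above 50%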;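 note: compound exposure lasted 72 h before the ATP readout; 100% = median luminescence of untreated cell-only wells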
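test system = LL 47 human lung fibroblasts | amount = 1,150 fibroblasts seeded per well | medium = 15% FBS in IMEM | times = overnight cell rest, 72 h compound treatment at 37 °C | measured by = CellTiter-Glo luminescence measuring cellular ATP | read-out = viability percentage against median untreated-cell control | benchmarks = cell-only wells, no compound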
VCAM1 TNFa inh – reduces TNF alpha induced VCAM1 expression in HUVEC. HUVEC TNFa-induced VCAM-1 immunofluorescence, high-content imaging. inhibition, % at 2 µM. actives 0.48% (n = 95,000). AID 802;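 active = inhibition above the batch mean plus 3 SD, with images confirmed as a hit by eye, cut at about 37% in these data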;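 note: 0% = TNF-stimulated DMSO wells and 100% = unstimulated control wells; not every result past the cut was called active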
H69AR growth 86K – blocks growth of human H69AR lung tumor cells; H69AR lung tumor viability, ATP luminescence, 72 h; active compounds read low; actives 6% (n = 85,000); viability, % at 10 µM;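 active = viability at or below 40%; inactive = viability above 40%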;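 note: multidrug resistant small cell line overexpressing MRP-1 efflux transporter; 100% = mean luminescence of untreated control wells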
cytoskel mod – alters cytoskeleton assembly in HUVEC cells. inhibition, % at 2 µM. HUVEC TNFa F-actin phalloidin imaging, high content. actives 0.18% (n = 91,000);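 active = inhibition above the batch mean plus 3 SD and confirmed as a hit by visual image inspection, cut at about 30% in these data, passing the limit was not always enough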; note: strong numbers were not always called active
HUVEC tox IL1B – HUVEC cytotoxicity counter-screen, IL-1B stimulated | AID 845 | actives 0.41% (n = 94,000) | cell count reduction, % at 2 µM | HUVEC cell count loss, Hoechst imaging;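 active = cell count reduction more than 3 SD above the screen-wide mean, cut at about 70% in these data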;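 note: normalized per plate to untreated control cells as the no-loss baseline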
* marks the source's active call; other numbers are inactive results; x = no result given; [ ] = dose if it differs, or a comment. These rows are one share of the data; the hit share may differ from the screen's.

SMILES | HUVEC inhibit | HUVEC tox TNFa | Smad3 FoxH1 inh | PTK2B oligo ant | Lung fibro prol | VCAM1 TNFa inh | H69AR growth 86K | cytoskel mod | HUVEC tox IL1B
Cc1nn(-c2cccc(C(F)(F)F)c2)c(Cl)c1/C=N/n1cnnc1 | 79 | -6 | -16 | -0.05 | 93 | -2 | 65 | -4 | -16
CC(CNCC1CCCO1)COc1ccccc1 (stereo not drawn) | 105 | 0 | 13 | 0.45 | 106 | -9 | 88 | -3 | x
Cc1ccc(NC(=S)NCc2cccs2)c(C)c1 | 90 | 6 | 8 | 0.33 | 90 | 6 | 70 | -16 | -8
C1=C(c2ccccc2)CCN(c2nc3ccccc3n3cnnc23)C1 | 74 | -31 | -3 | x | 71 | 10 | 99 | 11 | 0
CC(C)(C)c1ccc(C(=O)c2c[nH]c(C(=O)NCc3ccco3)c2)cc1 | x | -6 | x | 2.2 | x | 8 | x | -2 | -27
Cc1nn(CC(=O)NCc2ccc(OC(C)C)cc2)c(=O)c2cc3occc3n12 | 86 | -24 | 7 | x | 103 | 0 | 82 | -1 | 2
CCOC(=O)Cn1c(CN(Cc2ccccc2)Cc2ccccc2)nc2c1c(=O)[nH]c(=O)n2C | 94 | 13 | -6 | -1.4 | 93 | -21 | 69 | -9 | -16
Cc1cc(C)nc(SCc2nnc(SCC#N)n2-c2cccc(Cl)c2)n1 | 105 | -31 | -3 | 0.52 | 95 | -3 | 83 | x | -98
CCCCn1cnc2c([nH]c3cc(OC)ccc32)c1=O | 107 | -9 | 12 | -0.96 | 102 | 5 | 83 | 16 | -19
CCc1ccccc1N(CC(=O)N1CCN(c2ccc(F)cc2)CC1)S(C)(=O)=O | 102 | -39 | -4 | -0.92 | 98 | 8 | 75 | 3 | -8
O=C(Nc1ccccc1C(=O)O)c1cccc(F)c1 | 74 | -27 | -6 | -0.16 | 94 | 6 | 101 | -5 | -5
COc1ccc(N2C(=O)C(Cl)=C(NCc3ccccc3)C2=O)cc1 | 88 | -4 | -11 | 0.48 | 97 | -9 | 91 | -32 | -2
CCCCN(C)C(=O)c1ccc2c(c1)N(CC)C(=O)c1ccccc1S2(=O)=O | 106 | x | 7 | x | 99 | x | 78 | x | x
O=c1c2ccccc2nc(N/N=C/c2ccc(O)cc2)n1O | x | -9 | x | 0.62 | x | 1 | x | -6 | -15
COc1ccc(S(=O)(=O)N(C)CC(=O)NCc2ccco2)cc1 | 102 | -7 | 7 | 1.6 | 98 | 7 | 82 | -15 | x
Cc1sc(NC(=O)c2cccs2)c(C(=O)OC(C)C)c1C | 99 | -23 | 11 | 1.1 | 95 | 19 | 86 | 8 | -9
CCCc1cc(N2CCN(c3ccccn3)CC2)n2nc(C)c(-c3ccccc3)c2n1 | 91 | 17 | 13 | 1.1 | 100 | 13 | 75 | -38 | -2
CCCCc1nc(N2CCOCC2)c(C#N)c2c1COC(C)(C)C2 | x | -2 | x | -1.1 | x | 10 | x | -2 | -19
COc1ccccc1CNC(=O)COC(=O)c1n[nH]c2ccccc12 | 98 | -4 | 4 | 0.41 | 95 | 6 | 88 | -9 | 30
Cc1ccc(/C(N)=N/OC(=O)c2ccc(F)cc2)cc1 | x | -6 | x | -0.26 | x | 15 | x | -24 | -54
Cc1c(/C(Cc2ccccc2)=N/O)c2ccccc2n1C | 80 | -34 | -5 | -1.1 | 104 | 21 | 88 | 2 | 2
Cc1c(/C=N/n2cnnc2)c2ccccc2n1CCOc1ccc(Cl)cc1 | 49 | 19 | -6 | -0.45 | 81 | 6 | 51 | 13 | -12
CCNC(=O)N1CCOCC1 | 99 | -15 | 4 | 0.07 | 97 | -21 | 103 | 7 | -16
COc1ccc(N2CCN(CC(=O)Nc3ccc(-n4cnnn4)cc3)CC2)cc1 | x | 17 | x | 0.21 | x | 5 | x | -6 | 21
CCOc1ccc(NC(=O)N(C2CCCCC2)C(C)c2ccncc2)cc1 (stereo not drawn) | x | -12 | x | 1.9 | x | -5 | x | 0 | -17
COc1ccc(Cc2nnc(NC(=O)CSc3ccc(C)cc3)s2)cc1OC | x | 31 | x | 0.28 | x | -3 | x | 2 | 4
CC(=O)Oc1ccc(Oc2ccc(-c3noc(C)n3)cc2)cc1 | 51 | -12 | 4 | -1.4 | 69 | 30 | 102 | 0 | -56
O=C(CSc1nc(O)c(Cc2ccccc2)c(=O)n1-c1ccccc1)N1CCOCC1 | 96 | -14 | 6 | -0.46 | 95 | 3 | 102 | 8 | -3
Cn1c(=O)[nH]c(=O)c2c1nc(Sc1ccccc1)n2CCc1ccccc1 | 83 | 6 | -10[fluorescence artefact?] | x | 88 | 5 | 56 | -12 | -18
CNCCOc1ccccc1-c1ccccc1 | 86 | -2 | 3 | 0.14 | 99 | 17 | 96 | 4 | -115
Cc1ccccc1-c1nc(-c2ccc(NC(=O)c3ccc4c(c3)OCO4)cc2)no1 | 39 | -6 | 11 | 1.6 | 20* | -1 | 28* | 4 | -1
O=C(O)Cn1cnc2scc(-c3cccs3)c2c1=O | 94 | x | -3 | 1.4 | 102 | x | 96 | x | -6
Cc1ccc(OCC(=O)N2CCN(C(=O)CCC3CCCC3)CC2)cc1 | 84 | -10 | 7 | 0.58 | 93 | 2 | 97 | -2 | -7
CCN(CC)S(=O)(=O)c1ccc(C(=O)Nc2nnc(C(C)C)s2)cc1 | 102 | -10 | 12[fluorescence artefact?] | x | 102 | -16 | 94 | -5 | 11
CC1CCCCN1C(=O)COC(=O)c1n[nH]c2ccccc12 (stereo not drawn) | 93 | -7 | 5 | 0.26 | 99 | -9 | 94 | 21 | 3
COc1ccc2nc(-n3c(C)ccc3C)sc2c1 | 90 | -12 | 2 | -0.1 | 88 | 17 | 95 | -9 | 2
COc1ccc(/C(O)=C2\C(=O)C(=O)N(c3cc(C)on3)C2c2cccc(OC)c2OC)cc1C (stereo not drawn) | 88 | -7 | 13[fluorescence artefact?] | -1.3 | 96 | 21 | 74 | -5 | -4
O=C(CCCOc1ccc(Cl)cc1Cl)Nc1cccnc1 | x | -7 | x | 0.95 | x | 12 | x | -13 | -10
Cc1ccc(CNC(=O)C2CCCN(c3nc4ccccc4o3)C2)cc1 (stereo not drawn) | 105 | x | -13 | x | 108 | x | 98 | x | x
COCCSc1ccccc1C(=O)NCC1CCCO1 (stereo not drawn) | 90 | 9 | -2 | 0.46 | 91 | -87 | 70 | 0 | 1
COc1ccc(NC(=O)COc2nc(N(C)C)nc(N(C)C)n2)cc1 | 109 | 2 | 2 | -0.52 | 103 | 10 | 105 | -9 | -19
CC(=O)c1nn(-c2cccc(Br)c2)cc1C(=O)c1cccc2ccccc12 | x | -11 | x | -0.46 | x | -1 | x | 18 | -2
CCN(CC)C(=O)COc1ccc2oc(C)c(C(=O)OC(C)C)c2c1 | 91 | -15 | -3 | 0.83 | 107 | -11 | 43 | -8 | -39
Cc1ccc2nc(Nc3nc(CSc4nnnn4-c4ccccc4)cc(=O)[nH]3)nc(C)c2c1 | 62 | -14 | 15 | 0.26 | 91 | -14 | 88 | -2 | -126
CCC(C(=O)Nc1ccccc1C(=O)N1CCCC1)N1C(=O)c2ccccc2C1=O (stereo not drawn) | 93 | -13 | 5 | 1.2 | 92 | -14 | 95 | 2 | 12
O=[N+]([O-])c1cc(/C=N/O)ccc1SCc1ccccc1 | x | 6 | x | -1.2 | x | 15 | x | -7 | 5
CCN1CCN(C(=O)Cn2ncc3ccsc3c2=O)CC1 | 104 | 26 | -2 | x | 107 | 2 | 103 | 5 | 5
COc1c(C)cccc1C(=O)Nc1cc(-c2nn3c(C)nnc3s2)ccc1C | x | -20 | x | x | x | 17 | x | -9 | -41
CCOC(=O)c1ccc(NC(=O)Nc2c(C)nn(C)c2C)cc1 | 92 | 7 | -2 | -0.23 | 109 | -4 | 101 | -18 | -27
COc1ccccc1NC(=S)NCCc1ccccc1 | 102 | -15 | -2 | -0.05 | 92 | -1 | 98 | -4 | 18
O=C(CCCN1C(=O)c2ccccc2C1=O)Nc1c2c(nc3c1CCC3)CCC2 | 106 | -46 | 5 | 0.6 | 102 | 13 | 104 | x | 6
OC1CCN(C(c2ccc3ncccc3c2)c2nnnn2C2CCCCC2)CC1 (stereo not drawn) | 107 | -24 | -10 | -0.01 | 97 | 10 | 88 | -16 | 4
CCSc1nnc(NC(=O)C2CCCN(S(=O)(=O)c3cnc[nH]3)C2)s1 (stereo not drawn) | 90 | 2 | 2 | x | 95 | 9 | 81 | -12 | -53
Cc1ccccc1OCCN1C(=O)NC2(CCCc3ccccc32)C1=O (stereo not drawn) | 94 | 4 | -6 | -0.35 | 94 | 2 | 98 | 0 | 11
Cc1cc(NC(=O)c2c([N+](=O)[O-])cnn2C)no1 | x | 19 | x | -0.11 | x | -15 | x | -19 | -2
CCOC(=O)Nc1ccc2c(CN3C(=O)NC(CC)(CC)C3=O)cc(=O)oc2c1 | 91 | 9 | 14 | x | 102 | 0 | 47 | -25 | 25
Cc1ccc(-c2nnc(SCC(=O)n3c4c(c5ccccc53)CCCC4)o2)cc1 | 96 | -3 | -2 | x | 102 | 18 | 95 | -2 | 14
O=C(Nc1ccccn1)C12CC3CC(CC(C3)C1)C2 | x | 13 | x | -0.48 | x | 27 | x | -26 | -22
CCCn1cc(S(=O)(=O)CC(=O)NC2CCCCC2)c2ccccc21 | 99 | -8 | 9 | -0.62 | 105 | -10 | 95 | 5 | 26
Cc1cc(C)n2nc(C(=O)OCCOc3ccc(F)cc3)nc2n1 | 94 | -38 | -1 | -0.81 | 110 | 7 | 99 | 19 | 12

Further structures.
SMILES | HUVEC inhibit | HUVEC tox TNFa | Smad3 FoxH1 inh | PTK2B oligo ant | Lung fibro prol | VCAM1 TNFa inh | H69AR growth 86K | cytoskel mod | HUVEC tox IL1B
COC(=O)c1ccc(NC(=O)CSc2nnc(COc3ccc4c(c3)CCCC4)o2)cc1 | x | -9 | x | 0.99 | x | 7 | x | -53 | 17
CCCC1C2C(=O)N(c3ccccc3)C(=O)C2ON1c1ccccc1 (stereo not drawn) | 95 | -20 | 5 | 0.37 | 104 | 2 | 104 | 4 | -1
O=C(CSc1nnc(-c2ccc(OC(F)F)cc2)o1)NCc1cccs1 | 93 | -3 | 30[fluorescence artefact?] | 0.87 | 99 | 14 | 101 | 1 | x
COc1ccc(-n2nc(C(=O)NCC(=O)NCc3ccco3)c3ccccc3c2=O)cc1Cl | 92 | -14 | 5 | -0.74 | 103 | -9 | 83 | -42 | -14
CCOc1cc(C(=O)Nc2ncccn2)cc(OCC)c1OCC | 96 | 6 | -3 | 0.44 | 100 | 7 | 88 | -10 | -12
CC1CN(Cc2nc3c(c(=O)n(C)c(=O)n3C)n2Cc2cccc(Cl)c2)CC(C)O1 (stereo not drawn) | x | -9 | x | x | x | 6 | x | -12 | 21
Cc1ccc(NC2SC(=O)N(Cc3cccc(C(=O)O)c3)C2=O)cc1 (stereo not drawn) | 95 | 12 | 8 | -0.26 | 101 | -2 | 98 | -60 | 23

Of the compounds above, 2 have a nitro group on carbon.
SMILES | HUVEC inhibit | HUVEC tox TNFa | Smad3 FoxH1 inh | PTK2B oligo ant | Lung fibro prol | VCAM1 TNFa inh | H69AR growth 86K | cytoskel mod | HUVEC tox IL1B
O=[N+]([O-])c1cc(/C=N/O)ccc1SCc1ccccc1 | x | 6 | x | -1.2 | x | 15 | x | -7 | 5
Cc1cc(NC(=O)c2c([N+](=O)[O-])cnn2C)no1 | x | 19 | x | -0.11 | x | -15 | x | -19 | -2
